From PubChem
AmpC inh detg: blocks E. coli AmpC beta-lactamase in detergent assay. actives 0.041% (n = 370,000). Potency, µM (highest dose often 114 µM), for inactives: at the highest dose activity change, negative = inhibition, actives largely listed as inhibitors. AmpC hydrolysis of nitrocefin, absorbance 480 nm, 0.01% Triton. AID 485294;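 note: potency is the fitted concentration of half-maximal effect; 0% = no-compound wells and -100% = no-enzyme wells; nearly all actives have a fitted effect of over 25% in size; some results filed as inactive show a strong effect at the top dose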
Target sequence (P00811 whole entry, looked up): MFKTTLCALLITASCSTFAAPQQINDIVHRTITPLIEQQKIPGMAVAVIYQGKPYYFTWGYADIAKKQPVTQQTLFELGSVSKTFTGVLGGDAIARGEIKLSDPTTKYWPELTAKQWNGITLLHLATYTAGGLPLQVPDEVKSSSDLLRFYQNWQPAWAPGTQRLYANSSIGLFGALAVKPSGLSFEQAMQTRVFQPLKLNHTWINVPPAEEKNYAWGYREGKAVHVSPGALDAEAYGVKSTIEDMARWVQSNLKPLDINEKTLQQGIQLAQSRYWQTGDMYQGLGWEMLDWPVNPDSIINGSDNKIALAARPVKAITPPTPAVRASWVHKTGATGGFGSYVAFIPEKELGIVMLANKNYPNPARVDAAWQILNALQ
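20 mM phosphate pH 7.0 + 0.01% (detergent screen) or 0.0001% Triton X-100; 5.3 nM AmpC reagent; cpd preinc 15 min RT; nitrocefin (800 uM stock) to start; A480 q20 s × 4 min; Activity was normalised to no-enzyme and no-compound control wells.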
Giardia FBPA inh: blocks Giardia fructose-bisphosphate aldolase activity; A8B2U2; purified Giardia FBPA; Potency, µM (titrated, usually from 59.6 µM), for inactives: at the top dose activity, negative = inhibition, actives largely listed as inhibitors; actives 0.71% (n = 290,000); note: potency is the fitted concentration of half-maximal effect; nearly all actives have a fitted effect of over 55% in size
Target sequence (A8B2U2 whole entry, looked up): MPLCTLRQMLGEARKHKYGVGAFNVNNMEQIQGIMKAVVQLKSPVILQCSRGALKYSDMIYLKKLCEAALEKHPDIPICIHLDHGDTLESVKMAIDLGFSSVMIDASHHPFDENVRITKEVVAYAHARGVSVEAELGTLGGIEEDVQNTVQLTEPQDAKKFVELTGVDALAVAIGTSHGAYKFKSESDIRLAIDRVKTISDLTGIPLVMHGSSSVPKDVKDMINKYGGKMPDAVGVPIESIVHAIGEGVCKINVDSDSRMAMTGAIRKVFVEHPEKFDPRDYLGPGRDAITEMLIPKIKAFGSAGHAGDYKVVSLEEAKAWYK
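Giardia FBPA (40 nM reagent) was preincubated 10 min at RT with compound (up to 57.5 uM final), then substrate plus GAPDH/TPI/NAD/arsenate coupling system with diaphorase/resazurin was added; resorufin fluorescence (525/598 nm) was read after 20 min.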
AmpC inh no detg: blocks E. coli AmpC beta-lactamase in detergent-free assay; AmpC nitrocefin hydrolysis, absorbance 480 nm, 0.0001% Triton; P00811; AID 485341; Potency, µM (series often up to 57.1 µM), inactives show at the top dose activity change, negative = inhibition, most hits filed as inhibitors; actives 0.52% (n = 330,000);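 note: potency is the fitted concentration of half-maximal effect; plate controls were no compound for no effect and no enzyme for full effect; nearly all actives have a fitted effect of over 20% in size; some results filed as inactive show a strong effect at the top dose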
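AmpC (5.3 nM in the dispensed reagent) in 20 mM phosphate pH 7.0 with 0.01% (detergent screen) or 0.0001% Triton X-100 was preincubated with compounds for 15 min at room temperature. Nitrocefin was then added from an 800 uM solution, and hydrolysis was followed at 480 nm.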
HCMV antiviral: blocks human cytomegalovirus replication. HFF cells, HCMV-luciferase reporter, 72 h; hits give low values. activity change, negative = inhibition, % at 57.5 µM. actives 4.5% (n = 410,000). AID 1259415; in the data active = activity change below about -60%; inconclusive = no clear call, values can overlap the other calls; inactive = above about -39%
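Steps: HFFs plated, 16 h 37C; compounds added; HCMV-luciferase added to MOI 1 PFU/cell; 72 h 37C; OneGlo reagent, 5 min room temperature; luminescence read, normalized to controls.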
HCV inh: HCV inhibition | Potency, µM (highest dose often 41.8 µM), without a hit: top-dose activity change, negative = inhibition, most hits filed as inhibitors | actives 3.4% (n = 340,000) | Huh7.5.1 HCVcc-Cre infection, luciferase reporter, 44 h; note: potency is the fitted concentration of half-maximal effect
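Reporter virus HCVcc-Cre (~0.5 moi) infects cells exposed to compound; seeding density 1,000 cells/well with 4 h settling beforehand. Luminescence, 15 sec read, taken 44 h post-infection following a 15 min RT substrate incubation.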
Sm TGR block: S. mansoni TGR enzyme inhibition; Potency, µM (series often up to 114 µM), for inactives: top-dose activity change, negative = inhibition, hits mostly inhibitors; purified TGR, DTNB reduction, TNB absorbance 405 nm; actives 3% (n = 360,000); Q962Y6; note: potency is the fitted concentration of half-maximal effect; nearly all actives have a fitted effect of over 60% in size
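Kinetic colorimetric format: TGR-catalysed, NADPH-driven DTNB reduction monitored via TNB absorbance. Enzyme dispensed at 20 nM; compound exposure 15 min at room temperature before reaction start.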
* = called active by the depositor; ? = inconclusive; · = not tested or not shown; & = joins results of further samples; [ ] = remark or other dose. Unless noted, calls come from the whole dose curve; as a rule, active = well fitted curve in the direction sought with a large enough effect; inconclusive = small, poorly fitted or top-dose-only effect, or another doubt; inactive = no such curve, though single readings can be large; an effect the other way counts as inactive or inconclusive. Unless noted, % is set by controls: 0 for no effect and ±100 for the full control effect.

SMILES | AmpC inh detg | Giardia FBPA inh | AmpC inh no detg | HCMV antiviral | HCV inh | Sm TGR block
CN(CCCC(=O)NC1CC(C)(C)NC(C)(C)C1)S(=O)(=O)c1ccc([N+](=O)[O-])cc1 | -2.4% | 1.6% | -19.0% | -1.2 | 2.6% | 14.8%
COCc1nc2ccccc2n1Cc1ccc(Br)cc1 | ? | 7.9% | 92.1%[activator] | 49.7 | 7.6% | -2.2%
O=C(Cc1ccc(F)cc1)N1CCC2(CC1)NCCc1[nH]cnc12 | -3.0% | · | -1.8% | 5.0 | -19.4% | -4.0%
Cc1cccc(NC(=O)CN2CCOCC2)c1C | -9.5% | 17.8% | -5.6% | 29.1 | 19.3% | 51.6%[activator]
CC(=O)Nc1ccccc1OCC(=O)NCC(F)(F)F | -5.9% | -4.3% | -7.1% | 35.7 | -1.3% | -3.9%
CC1(OC(=O)CCc2ccccc2)C(=O)C=C2C=C(c3ccc(C#N)cc3)N(C3CC3)C=C2C1=O (configuration not stated) | -7.0% | ? | 59.6% | -23.9 | -1.1% | -19.8%
O=C1NCC2=C1C(c1ccccc1)Nc1ccccc1N2 (configuration not stated) | -0.1% | ? | 0.2% | 1.0 | 2.9% | -16.2%
O=C(O)c1ccc(/C=N/O)cc1 | -5.8% | 6.9% | -13.0% | -36.8 | -7.1% | -1.3%
Cc1ccc(CN2C(=O)C(O)(CC(=O)c3ccc(C)cc3)c3ccccc32)cc1 (configuration not stated) | 8.6% | · | · | ? | · | -26.0%
CN(C)C(CNC(=O)c1cccc(S(=O)(=O)N(C)C)c1)c1ccccc1 (configuration not stated) | -7.7% | 2.7% | -17.0% | 3.8 | 14.8% | -10.6%
O=S(=O)(Nc1cccc(-c2ccc(N3CCCCC3)nn2)c1)c1cccc(F)c1 | -13.1% | · | · | 36.3 | · | -7.5%
O=C(NCC1CCCN(C(=O)c2cc(Cl)ccc2F)C1)c1ccc(F)cc1 (configuration not stated) | 2.4% | -11.4% | 18.5% | 8.2 | -8.1% | 5.8%
COc1cc2c(cc1OC)C(COc1ccc3c(C)cc(=O)oc3c1)N(C(=O)c1cccc(OC)c1OC)CC2 (configuration not stated) | 4.6% | · | · | 9.9 | · | 6.9%
COc1ccccc1-c1cc(C(F)(F)F)nc(S(=O)(=O)CCCC(=O)NCc2ccc(F)cc2)n1 | -0.7% | 2.1% | 25.9% | -98.8* | ? | ?
O=C(COC(=O)C1CCCN1C(=O)c1cccs1)Nc1ccc2c(c1)OCO2 (configuration not stated) | -1.4% | 12.1% | 38.2% | -0.4 | -11.1% | -3.5%
CC(=O)N1CCN(C(=O)c2cc(S(=O)(=O)N3CCN(c4ccccc4)CC3)ccc2Cl)CC1 | -7.2% | · | 151.9%[activator] | -7.5 | 26.5% | 0.5%
Cc1ccc(NC(=O)Cn2ccc([N+](=O)[O-])n2)cc1C | -0.2% | 1.8% | -9.3% | ? | 16.3% | 3.7%
O=C(c1ccc(C(F)(F)F)cc1)N1CCC(c2nc(-c3ccc(S(=O)(=O)N4CCCC4)cc3)no2)CC1 | 20.3% | · | · | -39.7 | · | -0.9%
Cc1cccc2sc(N(CCCN(C)C)C(=O)c3ccc(Cl)s3)nc12 | -1.9%&14.3% | 0.6% | 56.4% | 14.7&-7.1 | -8.1% | 2.6%&-2.2%
O=C(N/N=C/C1CCCCC1)c1ccccc1-n1cccc1 | -2.5% | · | ? | -26.7 | 7.7% | 5.8%
O=C(CSc1nccn1Cc1ccc(F)cc1)Nc1ccc(F)cc1F | -0.4% | · | -2.8% | 29.3 | · | 4.0%
COc1ccc(-c2nc3c(c(SCC(=O)Nc4ccccc4OC)n2)Cc2cccc(C)c2O3)cc1 | 10.7% | · | · | 22.7 | · | 2.1%
Cc1cc2c(c(C)c1CCO)C(=O)[C@H](C)C2 | · | · | -5.8% | 48.1 | ? | ·
COc1ccc(N2CCN(S(=O)(=O)CCNC(=O)c3ccc4c(c3)OCO4)CC2)cc1 | -2.1% | · | -12.3% | -28.2 | -4.5% | -19.0%
COC(=O)c1cnc(Oc2ccc(NC(=O)NC(=O)c3c(F)cccc3F)cc2)cc1C(F)(F)F | -4.9% | 3.0% | -15.4% | 10.8 | 18.1% | -3.7%
O=[N+]([O-])c1cc2oc3c(c2c(C=NCc2ccccc2)c1O)CCCC3 | -12.5% | ? | -27.7% | 20.9 | ? | -11.6%
Cc1ccc(-c2cc(C)nc3nc(N)nn23)cc1 | 1.3% | 0.7% | -13.5% | 73.3 | -0.9% | 3.7%
Cc1ccc(Cl)cc1N1CCN(S(=O)(=O)c2ccc3c(c2)oc(=O)n3C)CC1 | ? | 0.7% | 20.4% | -37.6 | 1.4% | -28.2%
COc1ccc(NC(=O)c2sc(-c3ccccc3)nc2C)c(OC)c1 | -12.1% | -4.1% | 35.9% | -12.9 | -13.5% | -10.2%
CC1(C)CN(c2ccccc2)N(C(=O)c2ccc(F)cc2)C1=O | 1.5% | 9.6% | -10.7% | 35.3 | -3.0% | 10.7%

One compound at a time (already shown).
`O=C(O)c1ccc(/C=N/O)cc1` across the screens: AmpC inh detg: -5.8%; Giardia FBPA inh: 6.9%; AmpC inh no detg: -13.0%; HCMV antiviral: -36.8; HCV inh: -7.1%; Sm TGR block: -1.3%
`Cc1cc2c(c(C)c1CCO)C(=O)[C@H](C)C2` across the screens: AmpC inh detg: ·; Giardia FBPA inh: ·; AmpC inh no detg: -5.8%; HCMV antiviral: 48.1; HCV inh: ?; Sm TGR block: ·
`O=C(Cc1ccc(F)cc1)N1CCC2(CC1)NCCc1[nH]cnc12` across the screens: AmpC inh detg: -3.0%; Giardia FBPA inh: ·; AmpC inh no detg: -1.8%; HCMV antiviral: 5.0; HCV inh: -19.4%; Sm TGR block: -4.0%

Next section:
SMILES | AmpC inh detg | Giardia FBPA inh | AmpC inh no detg | HCMV antiviral | HCV inh | Sm TGR block
Cc1cccc(N2CCN(C(=O)c3cn4ccccc4n3)CC2C)c1 (configuration not stated) | 4.2% | 9.6% | 16.1% | -61.5* | -9.7% | -2.4%
COc1ccc(NC(=O)C2CCN(c3cc(C)nc4c(-c5ccc(Cl)cc5)c(C)nn34)CC2)cc1 | 0.6% | · | · | 2.4 | · | 0.9%
Cc1ccc(-c2csc3ncnc(Sc4nnc(CN5CCCCCC5=O)o4)c23)cc1 | -8.9% | 5.3% | 119.9%[activator] | -69.9* | ? | -29.5%
CCOc1ccccc1NC(=O)C1CCN(S(=O)(=O)c2ccccc2)CC1 | 1.3% | · | · | -17.7 | · | -12.8%
CCOc1ccccc1N1CCN(C(=O)c2cc(C)oc2C)CC1 | ? | -10.1% | 32.8% | 13.8 | ? | 0.1%
O=C(Nc1ccc2c(c1)OCO2)C1(S(=O)(=O)c2ccc(Cl)cc2)CC1 | 1.5% | 0.3% | -14.6% | 59.8 | · | 10.6%
O=[N+]([O-])c1cccc(/C=N/Nc2ccccn2)c1 | -13.5% | -0.8% | -3.6% | ? | -5.2% | 0.6%
CC(C)NC(=O)c1ccc2c(=O)n(C3CCCC3)c(=S)[nH]c2c1 | -8.9% | 2.7% | -8.0% | -26.9 | -8.5% | -21.5%
O=C(NCCc1ccccc1)c1n[nH]c2ccccc12 | ? | -2.5% | 2.3%[2.29 µM] | 5.4 | -10.6% | 1.9%
CCCCN1C(=O)c2ccc(C(=O)OCC(=O)NCCc3ccc(S(N)(=O)=O)cc3)cc2C1=O | · | · | -16.6% | 29.6 | 0.1% | ·
O=C(Nc1ccccc1)N1CCN(c2nc(-c3ccccc3)ns2)CC1 | 1.5% | -3.2% | -28.2% | ? | 1.78µM* | -5.4%
CS(=O)(=O)N(CC(N)=O)c1ccc2c(c1)OCO2 | ? | 1.6% | -10.7% | 47.9 | 8.2% | 2.0%
CC1=C(C(=O)OCc2ccccc2)C(c2cccc3ccccc23)NC(=O)N1CCCC(=O)O (configuration not stated) | -12.1% | · | -5.7% | 0.7 | 3.7% | 0.0%
CC(Oc1ccc(Br)cc1)C(=O)Nc1nc(-c2ccccn2)cs1 (configuration not stated) | 6.6% | · | 272.6%[activator] | -87.5* | 11.2µM* | -0.4%
Cc1cc(-c2nnc(SCC(=O)c3ccc(F)cc3)o2)no1 | 9.6% | 3.1% | -9.8% | ? | -7.2% | -2.4%

Reprinted at random: 2 records from the list
SMILES | AmpC inh detg | Giardia FBPA inh | AmpC inh no detg | HCMV antiviral | HCV inh | Sm TGR block
CS(=O)(=O)N(CC(N)=O)c1ccc2c(c1)OCO2 | ? | 1.6% | -10.7% | 47.9 | 8.2% | 2.0%
Cc1cc(-c2nnc(SCC(=O)c3ccc(F)cc3)o2)no1 | 9.6% | 3.1% | -9.8% | ? | -7.2% | -2.4%

The listing continues:
SMILES | AmpC inh detg | Giardia FBPA inh | AmpC inh no detg | HCMV antiviral | HCV inh | Sm TGR block
Fc1cccc(CCN2CCN=C2Nc2ccccc2)c1 | -8.6% | · | -11.6% | -5.6 | 15.8% | -0.5%
COc1ccc(C(=O)N2CCCC(Nc3ccc(C)c(C)c3)C2)c(OC)n1 (configuration not stated) | -16.0% | -7.2% | 43.6% | 50.9 | · | -20.2%
CCOc1ccc(CCNC(=O)C2CCN(Cc3nc(-c4ccccc4C)oc3C)CC2)cc1OCC | ? | · | · | 11.1 | · | -0.5%
Cc1nc(SCC(=O)NCc2ccco2)[nH]c(=O)c1C | ? | -3.6% | -17.7% | 32.4 | 8.0% | 4.4%
O=C(N/N=C/c1ccccc1O)c1cccc(C(F)(F)F)c1 | -13.4% | -20.8% | -16.3% | -101.9* | 3.98µM* | 2.4%
Oc1cc(NCCc2cccnc2)cc2cccnc12 | -2.0% | · | -10.7%&-1.0% | -73.9* | · | -1.8%
CCc1nc2cccnc2n1-c1ccc(CC(=O)O)cc1 | -1.5% | -6.8% | -8.0% | -8.3 | -4.2% | -9.6%
COc1ccc(CCN2C(=O)N(c3ccc(F)cc3)C(=O)C2CC(=O)Nc2ccccc2)cc1OC (configuration not stated) | 10.2% | · | · | -0.2 | · | 1.2%
O=C(NCc1ccc2c(c1)OCO2)c1ccc2c(c1)OCO2 | 4.9% | -8.2% | -18.1% | -29.6 | -8.1% | 11.4%
C=C(C)CN(CC)c1nc(N)c(C#N)c(CC#N)c1C#N | -4.7% | -29.0% | -33.6% | -6.6 | -3.3% | -33.3%
CCOc1ccccc1CNC(=O)c1ccccc1NC(=O)C1=CSCCO1 | 0.6% | · | -41.5% | -30.0 | -15.7% | 8.4%
COc1ccccc1NC(=S)N1CCN(c2ncccn2)CC1 | ? | 2.1% | -2.2%[2.29 µM] | -39.7 | 18.8% | -0.3%
CC(CNC(=S)Nc1cc(F)cc(F)c1)CSc1ccc(Cl)cc1 (configuration not stated) | -1.9% | -8.1% | -41.5% | -39.9 | -15.8% | 11.8%
COc1ccc(CCC(=O)Nc2ccc(C)c([N+](=O)[O-])c2)cc1 | -1.3% | -0.2% | -39.6% | -28.9 | -4.3% | 4.0%
O=c1oc2ccccc2cc1-c1nc(-c2cccs2)cs1 | ? | -2.3% | -42.6% | 54.1 | 16.7% | -13.2%
